Compound activity: PubChem BioAssay, several laboratories
Yfh1-off respiration = enhancers of respiration in Yfh1-depleted yeast, dose response, Friedreich's ataxia, plus single-dose screen (AID 1465). S. cerevisiae Yfh1-off respiration, WST-1 reduction, 72 h; higher fold induction means a stronger effect. fold induction at 50 µM; hits with a dose series show EC50 in µM. 220,000 compounds, 0.074% hits;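 active = fold induction of absorbance versus untreated yeast above a set limit, then at least 30% activation at any dose in follow-up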;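 note: activators that raise dye reduction in frataxin-depleted yeast; strong numbers were not always called active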
NTR1 agonist = NTR1-driven beta-arrestin-GFP spot formation – imaging, U2OS cells, high content, primary screen (AID 493036); activation, % at 20 µM; 330,000 compounds, 0.17% hits; agonist mode; P30989;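 active = activation at or above 40% of the spot to cytoplasm intensity ratio, with at least 20 cells analyzed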;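 note: 0% = DMSO without peptide and 100% = 100 nM NTR1 peptide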
Target sequence (P30989 whole entry, looked up): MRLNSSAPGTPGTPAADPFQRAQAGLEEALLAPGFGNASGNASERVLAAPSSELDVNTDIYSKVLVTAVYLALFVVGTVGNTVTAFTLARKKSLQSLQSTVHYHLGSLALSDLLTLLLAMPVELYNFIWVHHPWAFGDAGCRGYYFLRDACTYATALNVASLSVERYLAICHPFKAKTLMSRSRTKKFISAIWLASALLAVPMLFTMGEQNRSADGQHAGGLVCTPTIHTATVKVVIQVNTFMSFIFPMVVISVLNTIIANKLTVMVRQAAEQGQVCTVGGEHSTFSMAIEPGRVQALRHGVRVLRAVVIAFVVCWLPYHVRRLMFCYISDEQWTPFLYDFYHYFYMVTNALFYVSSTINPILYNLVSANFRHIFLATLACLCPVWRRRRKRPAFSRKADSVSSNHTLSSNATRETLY
NTR1 agonist cell count 20 µM = further read-out of NTR1 agonist, marked with its call; cell count; measured here: cell count, cytotoxicity flag
Starred values were filed as active, the others as inactive; i = inactive; & = joins results of further samples. A portion of the library, so the mix of outcomes need not match the whole.

The opening 2 compounds, to show the layout:
SMILES | Yfh1-off respiration | NTR1 agonist | NTR1 agonist cell count 20 µM
Cc1cccc(NC(=S)NC(=O)C(c2ccccc2)c2ccccc2)n1 | i | 6.5 | 57
CN(C#N)c1nc(N2CCOCC2)nc(N2CCOCC2)n1 | i | -0.2 | 63

The list itself, repeating the preview:
SMILES | Yfh1-off respiration | NTR1 agonist | NTR1 agonist cell count 20 µM
Cc1cccc(NC(=S)NC(=O)C(c2ccccc2)c2ccccc2)n1 | i | 6.5 | 57
CN(C#N)c1nc(N2CCOCC2)nc(N2CCOCC2)n1 | i | -0.2 | 63
CN(Cc1cnc2nc(N)nc(N)c2n1)c1ccc(C(=O)N[C@@H](CCC(=O)O)C(=O)O)cc1 | i | 1.3&0.1 | 62&58
CC(=O)C1=C(C)N(Cc2ccccc2)C(=O)N[C@H]1c1cccc(F)c1 | i | -0.9 | 92
CC(=O)[C@]1(O)Cc2c(O)c3c(c(O)c2[C@@H](O[C@H]2C[C@H](N)[C@H](O)[C@H](C)O2)C1)C(=O)c1ccccc1C3=O | i | -3.4 | 46
Cc1ccnc(SCCn2c(N(C)Cc3ccccc3)nc3c2c(=O)n(C)c(=O)n3C)n1 | i | 6.4 | 54
CCOC(=O)c1ccc(NC(=O)c2c(NCc3ccccc3)[nH]c(=O)[nH]c2=O)cc1 | i | 19.2 | 78
Cn1c(=O)c(N=O)c(N)n(Cc2ccccc2)c1=S | i | 4.1 | 91
CCOc1ccc(-n2cc(C(=O)Nc3cccc(C)n3)c3cc(OC)c(OC)cc3c2=O)cc1 | i | -0.2 | 101
NC1=NC[C@H](c2ccccc2)N1CC1CCCCC1 | i | 0.0 | 105
CCCCCCCCN1[C@@H](CC(=O)OC)c2cc(F)ccc2S1(=O)=O | i | 3.1 | 55
Cc1ccc(Cn2c(C(C)Nc3nc(-c4ccc(F)cc4)cs3)nc3cc(C(=O)NCCCO)ccc32)cc1 (stereo unspecified) | i | -3.5 | 91
COc1ccc(CN2C(=O)[C@@H]3Cc4c([nH]c5ccccc45)C(C)(C)N3C2=O)cc1 | i | 8.8 | 43
Cc1ccc(C2C=C(c3ccccc3)Nc3ncnn32)cc1 (stereo unspecified) | i | -2.1 | 105
CCN(Cc1ccccc1)C(c1ccc(C(F)(F)F)cc1)c1nnnn1C(C)(C)C (stereo unspecified) | i | 0.6 | 44
Cn1c(=O)c2[nH]c(C3CCCC3)nc2n(C)c1=O | i | 1.1 | 61
CCOC(=O)CN1C(=O)N[C@@H](c2cccc(F)c2)C(C(=O)OC)=C1C | i | -1.7 | 99
COc1ccc(-c2nc(CSCC(=O)N3CCN(C4CCCCC4)CC3)c(C)o2)cc1OC | i | 6.7 | 55
CCCOC(=O)CSc1nc(N)c(C#N)c(-c2ccco2)c1C#N | i | 0.0 | 74
Cc1nc(C(=O)NC2CCCCC2)sc1C1(C)CC(c2cccnc2)=NO1 (stereo unspecified) | i | 0.8 | 64
O=[N+]([O-])c1cccc(CN2[C@@H](Cc3ccccc3)COCCS2(=O)=O)c1 | i | -0.8 | 65
COc1ccc(C(=O)O)c(O)c1 | i | 0.5 | 93
O=C(c1ccccc1)c1ccc(OCC(O)CN2CCOCC2)cc1 (stereo unspecified) | i | 1.4 | 51
COc1cccc(N/C=C/C(=O)c2ccc(Br)cc2)c1 | i | 0.2 | 61
COC(=O)c1c(C)cc(O)c(C=O)c1O | i | -1.4 | 80
CCCC(=O)N1CCc2cc(OC)c(OC)cc2C1c1cc2cc3c(cc2[nH]c1=O)OCO3 (stereo unspecified) | i | -1.1 | 42
CN1[C@@H]2CC[C@H]1CC(OC(=O)c1c[nH]c3ccccc13)C2 (stereo partly specified) | i | -0.3 | 56
CC(C)c1cc(-c2cc(C(=O)Nc3ccccc3)on2)nc(NCC2CC2)n1 | i | 1.1 | 74
COC(=O)[C@H]1C[C@@H]1[C@H](NC(=O)c1cccnc1)c1ccccc1 | i | 2.8 | 55
CCOC(=O)CSc1nnc(-c2ccc(S(=O)(=O)NCc3cccs3)cc2)o1 | i | -0.1 | 47
CCCNC(=O)c1onc(CSc2ccc(Cl)cc2)c1C(=O)NCCC(C)C | i | 9.7 | 55
O=c1c2ccccc2sc2ccc(NCCCN3CCOCC3)cc12 | i | -1.0 | 72
Cc1cc(-c2cc(C(=O)Nc3ccccc3)on2)nc(NCC2CC2)n1 | i | 7.7 | 76
Cc1nc(C2CCCCC2)c(-c2ccccc2)c(N2CCOC2=O)c1C | i | -4.7 | 97
Nc1ccc(C#Cc2c(-c3ccsc3)oc3ccc(N4CCOCC4)cc23)cc1 | i | 9.2 | 90
CC(C)(C)NC(=O)Cn1nnc(-c2ccccc2NC(=O)c2ccco2)n1 | i | -0.8 | 63
O=C(NCCCN1CCOCC1)c1onc(CSc2ccccc2)c1C(=O)NCCCN1CCOCC1 | i | -4.2 | 100
CCOC(=O)C[C@H]1c2cc(F)ccc2S(=O)(=O)N1c1ccccc1 | i | 1.6 | 81
COC(=O)[C@H]1[C@@H](C)N(CCc2cc(OC)c(OC)c(OC)c2)C(=O)N[C@H]1c1ccccc1 | i | -0.7 | 93
CCOC(=O)Nc1ccc([N+](=O)[O-])cc1OC | i | -0.1 | 76
O=c1c2ccccc2oc2cc(C#Cc3ccccn3)ccc12 | i | -0.5 | 39
Cc1ccc(NS(=O)(=O)c2ccc(NC(=O)c3ccc(-c4ccccc4)cc3)cc2)c(C)c1 | i | 1.2 | 60
Cc1ccc(Cn2c(C3CCCN3c3nc(-c4cc(Cl)c(N)c(Cl)c4)cs3)nc3cc(Cl)c(Cl)cc32)cc1 (stereo unspecified) | i | 5.3 | 82
CCCCCn1c(CN2CCN(C(=O)OCC)CC2)nc2c1c(=O)n(C)c(=O)n2C | i | -0.3 | 48
Cc1ccc(NC(=O)c2ccc(CN3CCN(C)CC3)cc2)cc1Nc1nccc(-c2cccnc2)n1 | i | 0.8 | 71
CCCCCCn1c(CN2CCN(C(=O)OCC)CC2)nc2c1c(=O)n(C)c(=O)n2C | i | 0.2 | 56
COc1ccccc1-c1coc2c(CN3CCN(CCO)CC3)c(O)ccc2c1=O | i | 0.5 | 55
CCOC(=O)CN1C(=O)N[C@@H](c2cccc(C(F)(F)F)c2)C(C(=O)OC)=C1C | i | 3.9 | 89
CC(=O)n1cc([C@H]2C=C(C(N)=O)O[C@@H](OCc3ccc(CO)cc3)C2)c2ccccc21 | i | 2.5 | 93
CC(C)Oc1ccc(CSc2nnc3n(C)c(=O)c4c5c(sc4n23)CCCC5)cc1 | i | 20.9 | 81
C=CCOC(=O)C1=C[C@@H](c2ccc(Br)cc2)C[C@@H](OCCCCO)O1 | i | -2.6 | 89
O=C1CCCC2=C1C(c1cccc(Br)c1)n1nc(-c3ccco3)nc1N2 (stereo unspecified) | i | -0.6 | 50
CCC1(C)Cc2c(sc3c2c(=O)n(C)c2nnc(SCC(=O)c4ccccc4)n32)CO1 (stereo unspecified) | i | 1.4 | 85
CC(NC(=O)COc1ccccc1)C1COc2ccccc2O1 (stereo unspecified) | i | 2.5 | 101
CCOC(=O)[C@@H]1[C@H]2COc3ccccc3[C@@H]2N2C(=O)N(c3ccc(C(F)(F)F)cc3)C(=O)[C@]12C | i | 2.1 | 92
Cc1cc(C(=O)OCC(=O)N2C(C)CCCC2C)c(C)o1 (stereo unspecified) | i | 7.3 | 40
OCC[C@H]1C[C@H](O)[C@@H](O)[C@@]2(CCCO2)O1 | i | -1.4 | 92
N[C@H]1CONC1=O | i | 1.9 | 63
CCOC(=O)CNC(=O)C(Cc1ccccc1)NS(=O)(=O)c1ccc2c(c1)CCC(=O)N2 (stereo unspecified) | i | 1.3 | 75
CC(C)CNC(=O)C1Nc2ccc(C(F)(F)F)cc2C2C=CCC12 (stereo unspecified) | i | -1.3 | 86

Record cards (already shown). Order of values: Yfh1-off respiration | NTR1 agonist | NTR1 agonist cell count 20 µM
N[C@H]1CONC1=O reads i | 1.9 | 63
CCC1(C)Cc2c(sc3c2c(=O)n(C)c2nnc(SCC(=O)c4ccccc4)n32)CO1 (stereo unspecified) reads i | 1.4 | 85

Continuation:
SMILES | Yfh1-off respiration | NTR1 agonist | NTR1 agonist cell count 20 µM
O=C(NCCCO)C12CC3CC(CC(C3)C1)C2 | i | 0.2 | 50
C=C1CCN([C@@H](CC(C)C)C(=O)N2CCCC2)S(=O)(=O)c2ccccc21 | i | -3.5 | 74
C=CCOc1nc2c(c(=O)n(Cc3ccc(Cl)c(Cl)c3)c(=O)n2C)n1C | i | 12.4 | 53
COC(=O)C1=C(C)N(CCCC(=O)O)C(=O)NC1c1ccc(C#N)cc1 (stereo unspecified) | i | 2.0 | 96
O=C(O[C@H]1[C@H](Oc2ccccc2COC(=O)C2(O)C=CCCC2=O)O[C@H](CO)[C@@H](O)[C@@H]1O)c1ccccc1 (stereo partly specified) | i | 0.1 | 49
CS(=O)(=O)N1CCc2cc(-c3csc(NCC4CCCO4)n3)ccc21 (stereo unspecified) | i | 0.8 | 58
COc1ccc(C(=O)Nc2cccc([N+](=O)[O-])c2)cc1Br | i | 12.8 | 44
CC1=C(C(=O)Nc2ccccc2)C(c2ccco2)NC(=O)N1 (stereo unspecified) | i | 0.5 | 64
Cc1cccn2c(=O)c3cc(C#N)c(=N)n(CCCN4CCOCC4)c3nc12 | i | 3.3 | 34
O=C(Nc1ccc(OCC(F)(F)C(F)F)c(C(F)(F)F)c1)c1ccccc1 | i | 7.2 | 74
N#Cc1cc(Oc2ccc(Cl)cc2)c(N2CCOCC2)cc1C#N | i | 1.6 | 29
CC(C)n1nc(Cc2cccc3ccccc23)c(C#N)c1N | i | -4.6 | 60
O=P1(c2ccccc2)C=Cn2c1cc1c2CCCC1 (stereo unspecified) | i | 0.9 | 42
COCCN1C(=O)N[C@@H](CCc2ccccc2)[C@H](C(=O)OC)[C@H]1C | i | -1.4 | 110
CCC(C)[C@H]1CN=C(N)N1CCc1cccc(F)c1 (stereo partly specified) | i | -0.6 | 99
COc1ccc(C(=O)c2ccc3oc(-c4ccc(OC)cc4)c(C#CCCO)c3c2)cc1 | i | 14.7 | 91
CC(COc1ccccc1Cc1ccccc1)N1CCCCC1 (stereo unspecified) | i | -1.7 | 56
COc1ccc(NC(=O)[C@@H]2CC=C[C@@H]3CCN(Cc4ccc(Cl)c(Cl)c4)C(=O)[C@@H]32)cc1 | i | 1.3 | 85
CC(C)(C)n1nc(Cc2cccc3ccccc23)c2c(N)ncnc21 | i | 17.3 | 87
COC1(OC)C(/C=C/c2ccc(C)cc2)C(C#N)(C#N)C1(OC)OC (stereo unspecified) | i | 1.1 | 92
COc1cc(-c2cc[n+](C)cc2)ccc1O | i | 5.2 | 64
COc1cc(-c2cc(C(=O)N3CCN(c4ccccn4)CC3)c3ccccc3n2)cc(OC)c1OC | i | 0.6 | 83
CCCN1CCCC[C@H]1C(=O)Nc1c(C)cccc1C | i | 3.7 | 46
O=C(Nc1ccccc1)C1=C[C@H](C2CCCCC2)C[C@H](OCCCCO)O1 | i | 4.1 | 89
CC1=CC(C)(C)N2C(=O)C3(C(C#N)=C(N)Oc4cc(C)oc(=O)c43)c3cc(C)cc1c32 (stereo unspecified) | i | 8.9 | 81
O=C1N[C@@H](Cc2ccccc2)C(=O)N2[C@@H]1C[C@]1(Br)c3ccccc3N(S(=O)(=O)c3ccccc3)[C@H]21 | i | 17.7 | 84
CCCC[C@H]1C2=C3[C@@H](CC(C(=O)OC)=C[C@@H](C(=O)OC)[C@H]3C(C)(C)C2=O)n2c(=O)n(-c3ccccc3)c(=O)n21 | i | 7.5 | 61
CCc1cc(=O)oc2cc(OS(C)(=O)=O)ccc12 | i | 2.7 | 44
CC(=O)C[C@H]1c2ccccc2S(=O)(=O)N1C1CCCCC1 | i | -6.6 | 91
Cc1cc2oc3ccc(NCCCN4CCOCC4)cc3c(=O)c2cc1C | i | 10.6 | 87
O=C(c1ccco1)N1CCN(C(c2coc3ccc(Cl)cc3c2=O)c2nnnn2C2CCCC2)CC1 (stereo unspecified) | i | 2.6 | 36
CC1(c2nnc(-c3ccc(Cl)cc3)o2)CC(c2cccnc2)=NO1 (stereo unspecified) | i | 0.8 | 95

Arranged by formula weight (low to high): part of the list above.
SMILES | Yfh1-off respiration | NTR1 agonist | NTR1 agonist cell count 20 µM
COc1cc(-c2cc[n+](C)cc2)ccc1O | i | 5.2 | 64
CCc1cc(=O)oc2cc(OS(C)(=O)=O)ccc12 | i | 2.7 | 44
CC(=O)C[C@H]1c2ccccc2S(=O)(=O)N1C1CCCCC1 | i | -6.6 | 91
CC(C)(C)n1nc(Cc2cccc3ccccc23)c2c(N)ncnc21 | i | 17.3 | 87
COc1ccc(C(=O)c2ccc3oc(-c4ccc(OC)cc4)c(C#CCCO)c3c2)cc1 | i | 14.7 | 91
COc1ccc(NC(=O)[C@@H]2CC=C[C@@H]3CCN(Cc4ccc(Cl)c(Cl)c4)C(=O)[C@@H]32)cc1 | i | 1.3 | 85
